Bioassay records (PubChem BioAssay)
PGC1a acetyl inh: inhibitors of PGC1a acetylation signal, primary screen, cell-based, U2OS, AlphaScreen, inhibitor mode; AlphaScreen anti-acetyl-lysine; with virally co-expressed GCN5 acetyltransferase; AID 651687, 2012; inhibition, % at 15.6 µM; 350,000 compounds, 0.17% hits;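 active = every replicate shows inhibition of at least 40%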;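 note: 0% = neutral control wells and 100% = positive control wells; some results beyond the cut were filed as inactive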
EWS-Fli block: EWS/Fli-driven NR0B1 reporter inhibitors, primary screen, A673 cells, NR0B1 luciferase, luminescence, MLPCN library; 350,000 compounds, 0.67% hits; viability-normalised; inhibition, % at 12.6 µM;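 active = mean inhibition of at least 50% after viability correction, with every replicate also passing that limit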;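 note: firefly luciferase signal divided by Alamar Blue viability fluorescence both relative to DMSO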
PAX8 reporter: inhibitors of PAX8-driven TPO luciferase reporter, primary screen, RMG-I cells, single concentration; SteadyGlo, 24 h; inhibition, % at 12.6 µM; AID 652154, 2013; 360,000 compounds, 1.2% hits;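 active = mean replicate inhibition at least 60% with every replicate also reaching 60%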;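 note: luciferase light reporting Pax8 driven TPO promoter activity; plate controls were median of neutral control wells for no effect and mitoxantrone controls for full effect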
Cneo AK release: Cryptococcus neoformans cell lysis inducers, primary screen, AK release luminescence, single concentration; C. neoformans lysis, adenylate kinase release luminescence, 4 h; normalised: neutral wells 0, clomiphene wells 100; lysis activity, % at 15 µM; 360,000 compounds, 0.2% hits; AID 651654, 2012;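 active = mean lysis activity across replicates of at least 80%, whatever share of replicates individually reach that level; inactive = mean lysis activity below 80%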
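Assay system: Cryptococcus neoformans yeast cells / Dosing: single-point compound dose / Timing: 4 h at 37 °C static, read 1 h later / Measured by: luminescence of released adenylate kinase using an AK detection reagent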
FN deposition inh: inhibitors of fibronectin matrix deposition, primary screen, AH1F cells, Alexa488-fibronectin fluorescence, plate reader. 350,000 compounds, 0.086% hits. inhibition, % at 12.6 µM. AH1F fibroblasts, overnight. AID 743247, 2014;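 active = mean inhibition across replicates of 30% or more, regardless of how many single replicates reach that level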;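 note: positive control wells lacked labelled fibronectin entirely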
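Material: AH1F fibroblast monolayer depositing Alexa488-labelled fibronectin into matrix / Amount: 10000 AH1F cells per well / Signal: fluorescence 485/525 nm / Medium: DMEM, 2% serum / Compound: single dose, pinned / Incubation: 1 h cell adhesion before compound, then overnight fibronectin incubation / Reagent: Alexa488-FN, 24 nM final / Read-out: inhibition of fibronectin deposition signal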
CASP6 VEID inh: human caspase-6 inhibitors, primary screen, biochemical, VEID-R110 fluorescence, single point, set 2. P55212. purified caspase-6, Z-VEID-R110 cleavage fluorescence. inhibition, % at 12.5 µM. 350,000 compounds, 0.53% hits;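 active = mean inhibition across replicates at least about 35%, with every replicate also reaching that limit, limit read from the data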;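 note: 0% = median of neutral control wells and 100% = no fluorescence left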
Target sequence (P55212 24-179 limits assumed): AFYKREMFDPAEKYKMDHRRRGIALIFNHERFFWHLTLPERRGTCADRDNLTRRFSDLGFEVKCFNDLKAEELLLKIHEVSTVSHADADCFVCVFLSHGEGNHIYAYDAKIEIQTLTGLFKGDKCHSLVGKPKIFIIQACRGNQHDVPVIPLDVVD
Target sequence (P55212 194-293 limits assumed): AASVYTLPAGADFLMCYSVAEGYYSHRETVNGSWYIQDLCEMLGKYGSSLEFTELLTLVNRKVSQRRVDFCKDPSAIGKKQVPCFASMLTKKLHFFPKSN
LGR2 antag: inhibitors of bursicon-induced LGR2 CRE-luciferase signal, primary screen, cell-based, HEK293, CRE-luciferase reporter, bursicon stimulation; Drosophila bursicon receptor LGR2 (rickets); 380,000 compounds, 0.35% hits; inhibition, % at 9.99 µM; AID 720647, 2013; bursicon-stimulated, 4 h;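 active = drop in luminescence signal, shown as inhibition above about 50% in the replicate tests, limit read from the data, passing the limit was not always enough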;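 note: agonist challenge used bursicon conditioned medium at about half maximal strength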
miR122 inh: miR-122 Renilla sensor signal increase in Huh7, primary screen, miR-122 inhibitor project, cell-based, single point, plate reader; Huh7 miR-122 Renilla luciferase sensor, 48 h; neutral wells = 0, positive control = 100; activation (reporter increase), % at 12.5 µM; 340,000 compounds, 0.3% hits;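 active = mean replicate activation score at least 90 and every replicate individually at or above 90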;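 note: higher luciferase means less miR-122 activity so hits act as miR-122 inhibitors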
Numbers without * were called inactive; x = not tested or not shown; & = joins results of further samples; [ ] = dose if it differs, or a comment.

SMILES	PGC1a acetyl inh	EWS-Fli block	PAX8 reporter	Cneo AK release	FN deposition inh	CASP6 VEID inh	LGR2 antag	miR122 inh
C[C@@H]1CN([C@@H](C)CO)C(=O)Cc2cc(NS(=O)(=O)c3ccc(F)cc3)ccc2O[C@@H]1CN(C)Cc1ccccc1	-17	1	0	1	-9	0	9	18[16.7 µM]
O=C(c1cc([N+](=O)[O-])ccc1Cl)N1CCN(c2ccc([N+](=O)[O-])cc2)CC1	x	12	70*	x	-2	-2	-14	x
Cc1cc(C)c(C#N)c(N2CCN(Cc3ccc4c(c3)OCO4)CC2)n1	-5	x	15	1	14	x	x	-4
CCC(NC(=O)CC[C@H]1O[C@@H](n2cc(C)c(=O)[nH]c2=O)C[C@@H]1O)c1ccccc1 (stereo partly specified)	-2	-5	-5	3	5	x	22	-3
Fc1ccc(Cn2nnc(-c3ccc(Cl)cc3)n2)cc1	x	-90	-21	-3	3	0	-2	-1
N#CC1=C(N)N(c2ncn[nH]2)C2=C(C(=O)CCC2)C1c1ccccc1 (stereo unspecified)	-9	3	-33	x	4	1	x	-3
O=C(OCC(=O)N1CCN(C(=O)c2ccco2)CC1)c1cncc(Br)c1	-6	-2	-1	-1	-4	5	-10	-10
Cc1noc(C)c1NC(=O)N(C)C[C@H]1Oc2ccc(NC(=O)Cn3cnnn3)cc2CC(=O)N([C@@H](C)CO)C[C@@H]1C	-4	-3	-10	0	1	x	-5	3[16.7 µM]
C/C(Cc1ccccc1)=N\NC(=O)CNC(=O)c1ccc(F)cc1	-7	-6	-8	-2	-12	1	-4	0
O=S(=O)(c1ccccc1)N1CC2(C1)[C@@H](c1ccccc1)[C@@H](CO)N2CC1CCCC1	-10	-2	30	x	7	0	14	x

Ordered by length of the SMILES (falling): 3 of the compounds above
SMILES	PGC1a acetyl inh	EWS-Fli block	PAX8 reporter	Cneo AK release	FN deposition inh	CASP6 VEID inh	LGR2 antag	miR122 inh
Cc1noc(C)c1NC(=O)N(C)C[C@H]1Oc2ccc(NC(=O)Cn3cnnn3)cc2CC(=O)N([C@@H](C)CO)C[C@@H]1C	-4	-3	-10	0	1	x	-5	3[16.7 µM]
N#CC1=C(N)N(c2ncn[nH]2)C2=C(C(=O)CCC2)C1c1ccccc1 (stereo unspecified)	-9	3	-33	x	4	1	x	-3
Cc1cc(C)c(C#N)c(N2CCN(Cc3ccc4c(c3)OCO4)CC2)n1	-5	x	15	1	14	x	x	-4

The listing continues:
SMILES	PGC1a acetyl inh	EWS-Fli block	PAX8 reporter	Cneo AK release	FN deposition inh	CASP6 VEID inh	LGR2 antag	miR122 inh
CCCNC(=O)C1(C)CCCN(Cc2cccc(C#N)c2)C1 (stereo unspecified)	14	-14	-11	-3	-1	15	16	4
CN1CCN(C(=O)C[C@H]2CC[C@H]3[C@@H](COc4ccc(NC(=O)C5CCCCC5)cc4C(=O)N3C)O2)CC1	3	3	-10	-3	-3	1	-7	-2[16.7 µM]
CCC(=O)Nc1ccc2c(c1)OC[C@H](C)N(C(=O)NC(C)C)C[C@@H](C)[C@@H](OC)CN(C)C2=O	0	-2	-2	-3	-3	0	-3	-4[16.7 µM]
O=C(Cc1ccncc1)Nc1ccc2c(c1)[C@H]1C[C@@H](CC(=O)NC3CCCC3)O[C@@H](CO)[C@H]1O2	-3	-8	18	8	-3	-3	4	1[16.7 µM]
COc1ccc(NC(=O)C2CCCN(S(=O)(=O)c3ccc(-n4cnnn4)cc3)C2)cc1 (stereo unspecified)	-2	0	10	-6	4	3	-2	-5
COCC#Cc1cnc2c(c1)C(=O)N([C@H](C)CO)C[C@@H](C)[C@H](CN(C)C(=O)c1cccc(F)c1)O2	0	-12	10	-2	-8	2	-12	2[16.7 µM]
CCCNC(=O)CSc1nccn1Cc1ccc(OC)cc1	-1	-11	10	x	21	1	13	x
O=C(Cc1n[nH]c(=O)c2ccccc12)OCc1c(Cl)cccc1Cl	-24	-34	-3	3	3	0	7	-6
CCOC(=O)c1sc(NC(=O)C(C)C)c(C#N)c1C	x	13	20	x	-4	0	-4	x
CCCNC(=O)NC(=O)CN1C(=O)NC(C)(c2ccc(C)cc2)C1=O (stereo unspecified)	-3	x	x	4	19	x	x	-1
CCc1nc2ccc(C(=O)N3CCN(C(=O)c4ccco4)CC3)cn2c1N(C)C(=O)COc1ccccc1	-2	12	0	-3	-2	-19	11	97*
O=C(NCC[C@@H]1CC[C@@H](NC(=O)C2CC2)[C@@H](CO)O1)Nc1ccc(Cl)cc1	-5	-30	x	-1	-5	0	-10	x
Cc1ccc(-c2nc(N)sc2C)cc1	x	-19	-36	x	-2	-4	-20	x
Cc1ccc(S(=O)(=O)NCc2c(-c3ccccc3)c3cc(Cl)ccc3[nH]c2=O)cc1	-4	x	-23	2	5	x	-9	-1
O=C(Nc1ccccc1)c1cc(C2CCCCN2S(=O)(=O)c2ccccc2)on1 (stereo unspecified)	1	-10	-101	-1	14	-1	-35	17
O=C(Cn1cnc2c(OCc3ccccc3)ncnc21)NCc1ccccc1	1	-8	5	-1	4	-3	-21	-2
Cc1noc(C)c1S(=O)(=O)Nc1ccc2c(c1)CC(=O)N([C@H](C)CO)C[C@H](C)[C@@H](CN(C)Cc1ccc(C(F)(F)F)cc1)O2	2	8	x	-3	x	-1	x	-8[16.7 µM]
O=C(CSc1cccc[n+]1[O-])Nc1ccc2c(c1)OCO2	9	-3	-4	x	-1	1	0	x
CCn1nc(C)cc1C(=O)N1CCCC(N2CCN(c3ccccc3OC)CC2)C1 (stereo unspecified)	x	x	28	1	-1	-1	0	13
O=C(CC(F)(F)F)N1C[C@@H]2[C@H](c3ccccc31)[C@@H](CO)N2CC1CCCCC1	-1	13	38	-5	x	-1	-12	0[16.7 µM]
CC(C)(C)C(=O)COC(=O)CCc1nc2ccccc2[nH]c1=O	2	-8	8	x	1	1	12	x
Nc1nonc1-n1nnc(C(=O)N/N=C/c2ccccc2)c1CSc1ccccc1	0	6	12	1	5	-4	-17	3
COc1ccc(C)cc1NC(=O)c1ccc(OC(F)F)cc1	-7	1	13	x	-6	-1	x	x
CCc1ccccc1Nc1nc2ccccc2n1C	4	-18	-19	x	-7	-1	-26	-8
O=C(O)C[C@@H]1C[C@@H]2c3cc(NC(=O)c4cccnc4)ccc3O[C@@H]2[C@@H](CO)O1	-6	x	-2	x	-3	2	3	x
COc1cc(NC(=O)C2CCCO2)c(OC)cc1Cl (stereo unspecified)	-8	x	x	0	x	x	-10	-6
COc1ccc(-c2cccc(-c3cc(=O)oc4cc(OC)c(OC)c(OC)c34)c2)cc1	-6	5	12	-1	x	2	7	10
COc1ccc(-c2nnc(NC(=O)c3ccccc3[N+](=O)[O-])s2)c(OC)c1	0	-6	-3	0	8	-1	19	5
O=C(N/N=C\c1ccc(OC(=O)c2cccs2)cc1)c1ccc(Cl)cc1	x	0	-12	x	0	1	-24	x
CN1[C@@H](CC(=O)c2ccccc2)CCC[C@H]1C[C@H](O)c1ccccc1	-11	3	-2	1	3	-2	1	-7
CCN(CC)c1ccc(S(=O)(=O)N2CCOCC2)cc1NC(=O)CN1CCc2ccccc2C1	x	13	-22	x	6	0	13	x
CCN(CC)S(=O)(=O)c1cccc(NC(=O)C2CC(=O)N(c3ccc4c(c3)OCCO4)C2)c1 (stereo unspecified)	x	-1	x	-3	12	0	-7	-5
Nc1nnc(CCCCCCCCCCc2nnc(N)s2)s1	x	-17	0	x	5	0	5	x
CCN(CC)CCOC(=O)c1ccc(N/C=C(/C#N)c2nc(-c3ccc(OC)cc3)cs2)cc1	-10	22	-45	x	6	-3	-1	x
Cc1ccc(NC(=O)CN2C(=O)COc3ccc(S(=O)(=O)N4CCOCC4)cc32)cc1N(C)C	-6	x	-3	3	-4	4	-1	4
COc1ccc(NC(=O)Nc2ccc3c(c2)C(=O)N([C@@H](C)CO)C[C@@H](C)[C@@H](CN(C)CC2CCCCC2)O3)cc1	-1&-7	1&-4	9&-10	77&0	2	-2&-1	3&-6	-3[16.7 µM]
COc1ccc(OC)c(S(=O)(=O)N2CCN(C(=O)c3ccco3)CC2)c1	12	5	15	4	1	-1	12	2
O=C1[C@H]2[C@@H](c3ccc(Cl)cc3)N3C(=O)N(c4cccc(Br)c4)C(=O)[C@@]3(Cc3ccc(Cl)cc3)[C@H]2C(=O)N1C1CCCCC1	6	-5	19	-3	-7	1	1	-4
CC(=O)OCC(OC(C)=O)C(OC(C)=O)C(OC(C)=O)C(=O)Nc1ccccc1C (stereo unspecified)	5	x	x	0	-9	x	x	7
Cn1nc(C(C)(C)C)cc1NC(=O)C1(C)CCN1C(=O)CCc1ccccc1 (stereo unspecified)	x	-14	8	2	1	0	-9	6
CCN(CC)S(=O)(=O)c1cccc(NC(=O)COC(=O)C2COc3ccccc3O2)c1 (stereo unspecified)	-3	x	-18	-1	5	x	5	2
CCOc1ccc(NC(=O)c2cccc(-n3cccc3)c2)cc1S(=O)(=O)N1CCOCC1	3	5	16	0	11	6	-1	-1
COc1ccc(-c2cnc3c(NC=O)cc(-c4ccoc4)cn23)cc1OC	-7	36	38	0	-4	12	-15	1
Cc1nc2c(-c3ccccc3)c(C)nn2c(C)c1CCC(=O)N1CCOCC1	x	x	12	6	-1	x	x	-10
CC(C)Cn1c(N)c(C(=O)COC(=O)c2cc(C(F)(F)F)nc3ccccc23)c(=O)n(C)c1=O	x	4	-8	x	4	-2	14	x
CC(C)N(Cc1ccccc1)C(=O)CN1C(=O)COc2ccc(S(=O)(=O)N3CCCCCC3)cc21	2	16	18	-1	-3	1	6	-1
O=C(NCC[C@@H]1CC[C@H](NS(=O)(=O)c2cccc(F)c2)[C@H](CO)O1)C1CCC1	-1	3	-3	-1	x	-1	15	x
CCCNC(=O)CSc1ccc(S(=O)(=O)N2CCCCC2)cn1	-2	-2	-2	1	-8	3	1	-5
C[C@H]1CN([C@@H](C)CO)C(=O)Cc2cc(NS(=O)(=O)c3ccc(Cl)cc3)ccc2O[C@H]1CN(C)S(C)(=O)=O	1	-6	-13	-7	x	1	5	0[16.7 µM]
COc1ccc(-c2cc3nc(NCc4ccc(NC(C)=O)cc4)n(C)c(=O)c3s2)cc1OC	10	10	-4	-1	11	0	-8	-2

Carrying on.
SMILES	PGC1a acetyl inh	EWS-Fli block	PAX8 reporter	Cneo AK release	FN deposition inh	CASP6 VEID inh	LGR2 antag	miR122 inh
COc1cccc(N(CC(=O)NC2CCCC2)C(=O)CCC(=O)Nc2cc(C)on2)c1	2	0	-12	0	17	4	-13	1
Cc1ccc([C@H]2N[C@]3(CCCN(Cc4ccco4)C3=O)[C@H]3C(=O)N(C)C(=O)[C@@H]23)cc1	-11	8	-16	-1	-1	11	12	-2
CCN(CC)c1ccc(C(=O)NNC(=O)CN2C(=O)NC(C)(c3ccccc3)C2=O)cc1 (stereo unspecified)	-8	-16	-45	-3	2	3	-5	-3
O=C(C1CCOCC1)N1CCCC(N2CCN(c3ccc(F)cc3)CC2)C1 (stereo unspecified)	3	x	0	0	14	3	-4	-8
O=C(NC1CCCC1)c1cc(-c2cccc(Cl)c2)on1	-10	-133	-160	-2	1	-2	-101	7
O=C(CN1C(=O)NC2(CCc3ccccc3C2)C1=O)Nc1ccc(F)cc1 (stereo unspecified)	-3	x	18	0	-2	x	-4	5
